Compound activity: PubChem BioAssay, several laboratories
LANA DNA inh: inhibitors of KSHV C-LANA binding to DNA, primary screen, biochemical, fluorescence polarization, FAM-LBS DNA, MBP-C-LANA, single point; inhibition, % at 9 µM; 340,000 tested, 0.078% active; Kaposi's sarcoma herpesvirus LANA C-terminal domain (residues 932-1162) DNA binding;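 active = highest replicate inhibition at or above 60% at 9 µM, even if other replicates fall short; inactive = all replicates below 60% inhibition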;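 also: 0% = neutral control wells and 100% = 4 µM acridine orange control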
DAGLB inhibitor: DAGLB lipase inhibitors, primary screen, biochemical, fluorescence, HTS. 340,000 tested, 0.059% active. HEK293T DAGLB membrane lysate, EnzChek fluorogenic substrate. inhibition, % at 5.17 µM. Diacylglycerol lipase-beta (Homo sapiens), Q8NCG7; in the data active = inhibition above about 34%;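 also: 0% = enzyme with vehicle and 100% = wells lacking enzyme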
Target sequence (Q8NCG7 whole entry, looked up): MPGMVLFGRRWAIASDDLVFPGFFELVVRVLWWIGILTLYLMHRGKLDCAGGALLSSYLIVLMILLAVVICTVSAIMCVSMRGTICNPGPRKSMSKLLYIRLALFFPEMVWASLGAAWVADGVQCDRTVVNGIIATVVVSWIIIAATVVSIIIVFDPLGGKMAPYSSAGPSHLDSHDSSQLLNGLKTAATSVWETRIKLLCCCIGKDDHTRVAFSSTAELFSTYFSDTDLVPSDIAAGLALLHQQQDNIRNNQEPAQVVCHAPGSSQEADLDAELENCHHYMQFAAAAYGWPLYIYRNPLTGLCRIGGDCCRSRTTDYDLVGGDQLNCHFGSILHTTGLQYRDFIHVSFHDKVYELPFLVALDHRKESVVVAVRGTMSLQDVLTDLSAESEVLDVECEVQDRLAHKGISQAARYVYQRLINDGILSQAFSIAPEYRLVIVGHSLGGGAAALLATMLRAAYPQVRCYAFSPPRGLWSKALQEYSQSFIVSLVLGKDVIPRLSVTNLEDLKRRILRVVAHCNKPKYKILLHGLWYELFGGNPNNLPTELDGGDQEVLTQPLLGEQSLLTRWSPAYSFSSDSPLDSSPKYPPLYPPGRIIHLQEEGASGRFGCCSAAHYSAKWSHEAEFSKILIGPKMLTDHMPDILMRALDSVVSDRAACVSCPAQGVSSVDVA
CAL PDZ FP-1: CAL PDZ peptide-binding inhibitors, primary screen, biochemical, fluorescence polarization, Cer-tagged CAL PDZ, HTS; Golgi-associated PDZ and coiled-coil motif-containing protein (Homo sapiens), Q9HD26; purified CAL PDZ, TMR-peptide fluorescence polarization, 1 h; inhibition, % at 20 µM; 330,000 tested, 0.02% active; AID 504414, 2011;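 active = highest replicate inhibition of at least 40%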;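 also: plate controls were DMSO neutral control wells for no effect and unlabeled competitor peptide control wells for full effect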
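material = purified tagged CAL PDZ domain construct (CerCALP) | buffer or medium = sodium phosphate/NaCl buffer pH 7.4 with TCEP, IgG, Thesit | reagent = TMR-labelled reporter peptide T*-PRC34 bound in PDZ groove | incubation = 1 h room-temperature incubation prior to read | measured by = fluorescence polarization (mP) | evaluation = percent inhibition from loss of millipolarization | control set = unlabelled peptide and DMSO controls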
Cardiac RTF inh: cardiac RTF calcium sensitivity inhibitors, primary screen, biochemical, IANBD-TnC fluorescence, EC70 calcium. Troponin I, cardiac muscle (Homo sapiens) + Troponin T, cardiac muscle (Homo sapiens) + …. IANBD-labeled cardiac RTF, Ca2+ fluorescence. inhibition, % at 7.15 µM. 340,000 tested, 0.12% active;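 active = inhibition above the mean inhibition of all tested compounds plus 3 SD, cut at about 17% in these data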;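 also: assay run at fixed EC70 calcium of 1.6 mM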
PKA-R2B act: activators of PKA-R2B holoenzyme, primary screen, biochemical, fluorescence polarization, Cy5-IP20, human; cAMP-dependent protein kinase catalytic subunit beta (Homo sapiens) + cAMP-dependent …; PKA-R2B holoenzyme dissociation; R2B truncated from residue 108, S112A mutant; 0% DMSO only, 100% 113 µM cGMP; activation, % at 11.4 µM; 340,000 tested, 0.079% active; AID 504700, 2011;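 active = activation above a cutoff set at the mean over all compounds plus 3 SD, cut at about 18% in these data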;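 also: higher means more holoenzyme dissociation and a rise in polarization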
Target sequence (P31323 whole entry, looked up, other chains not shown, the tested form may be a part): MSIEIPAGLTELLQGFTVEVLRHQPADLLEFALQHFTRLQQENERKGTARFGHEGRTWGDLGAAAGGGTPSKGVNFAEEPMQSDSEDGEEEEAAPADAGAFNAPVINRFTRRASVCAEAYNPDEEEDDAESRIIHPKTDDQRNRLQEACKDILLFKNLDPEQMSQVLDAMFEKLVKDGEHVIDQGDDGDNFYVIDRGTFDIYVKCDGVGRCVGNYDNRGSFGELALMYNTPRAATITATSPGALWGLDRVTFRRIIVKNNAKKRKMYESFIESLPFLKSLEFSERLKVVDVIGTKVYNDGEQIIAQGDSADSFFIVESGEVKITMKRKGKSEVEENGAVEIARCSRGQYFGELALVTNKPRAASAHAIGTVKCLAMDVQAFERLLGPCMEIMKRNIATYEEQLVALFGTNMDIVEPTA
SR-BI DiI-HDL act: activators of SR-BI mediated DiI-HDL uptake, primary screen, ldlA[mSR-BI] CHO cells, DiI fluorescence; 3 h; 100 = double the neutral-control signal; activation, % at 12.5 µM; 320,000 tested, 0.096% active;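 active = mean replicate activation of at least 60% and every replicate at or above 60%; inconclusive = mean or all-replicate condition met, but not both; inactive = mean below 60% and not all replicates reaching 60%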;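 also: 0% = median plate neutral-control signal and 100% = twice that signal; values of inactives mirror those of a sister screen read the other way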
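System: CHO ldlA[mSR-BI] cells / Medium: HEPES-buffered (25 mM, pH 7.4) F12 plus 0.5% BSA / Probe or stimulus: labelled HDL, 10 µg/mL / Doses: single compound concentration, delivered by pin transfer / Schedule: 3 h, 37 °C / Measured by: DiI fluorescence, bottom read / Measure: cell-associated DiI fluorescence as measure of HDL uptake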
Keap1 Nrf2 FP: Keap1-Nrf2 protein-protein interaction inhibitors, primary screen, biochemical, fluorescence polarization, single point. inhibition, % at 9.4 µM. 340,000 tested, 0.15% active. AID 504523, 2011. Keap1 Kelch-Nrf2 peptide fluorescence polarization, 1536-well; in the data active = inhibition above about 12%; inconclusive = no clear call, values can overlap the other calls; inactive = below about 7.3%;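 also: human Keap1 Kelch domain with fluorescein labeled Nrf2 9mer peptide probe; 0% = neutral control wells and 100% = peptide positive control; higher means more block of Keap1 binding to Nrf2 peptide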
RTF Ca sens act: cardiac RTF calcium sensitivity activators, primary screen, biochemical, IANBD-TnC fluorescence, EC20 calcium | activation, % at 7.2 µM | IANBD-labeled TnC RTF fluorescence at EC20 calcium; 0% EC20 calcium, 100% full calcium | AID 493008, 2010 | 340,000 tested, 0.24% active;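 active = activation above the mean over all tested compounds plus 3 SD, cut at about 30% in these data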;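 also: rise in fluorescence read as greater calcium sensitivity of cardiac thin filaments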
CAL PDZ FP-2: untagged CAL PDZ binding inhibitors, primary screen, biochemical, fluorescence polarization, HTS; Golgi-associated PDZ and coiled-coil motif-containing protein (Homo sapiens), Q9HD26; purified CAL PDZ, TMR-peptide fluorescence polarization, 1 h; inhibition, % at 24.9 µM; 300,000 tested, 0.92% active; AID 602252, 2012;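 active = mean inhibition of at least 30% with at least half of replicates also reaching 30%; inconclusive = no clear call, values can overlap the other calls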;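 also: 0% = DMSO neutral control and 100% = excess unlabeled competitor peptide PRC23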
Rtt109 Vps75: inhibitors of C. albicans Rtt109/Vps75 HAT, primary screen, biochemical, ThioGlo CoA-SH fluorescence, plate reader | AID 540336, 2011 | inhibition, % at 34.9 µM | 330,000 tested, 0.16% active | purified Rtt109/Vps75, 4 h;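 active = inhibition of at least 50% in every replicate; inconclusive = best replicate reaches 50% inhibition but some replicates fall short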
* marks the source's active call; other numbers are inactive results; ? = inconclusive; . = no result given.

item	mol	LANA DNA inh	Rtt109 Vps75	RTF Ca sens act	Keap1 Nrf2 FP	DAGLB inhibitor	SR-BI DiI-HDL act	PKA-R2B act	Cardiac RTF inh	CAL PDZ FP-2	CAL PDZ FP-1
1	c1ccc(-c2noc(-c3ccc4ccccc4c3)n2)nc1	-0.4	0	-3	-1	-4	17	10	-4	1	-6.1
2	O=C(NNc1ccccc1[N+](=O)[O-])Nc1ccc(Cl)c(Cl)c1	0.8	-17	1	-2	-1	-19	-3	-2	-2	-0.1
3	CCOc1ccc(C(=O)N(CC)CC(=O)Nc2ccc3c(c2)OCCO3)cc1OCC	0.0	-14	0	-5	-1	-15	-3	-2	-3	-2.6
4	Cc1c(NC(=O)CSCc2ccco2)c(=O)n(-c2ccccc2)n1C	-0.4	2	1	-5	0	23	-2	-5	-3	0.1
5	O=C(COc1cccc(Cl)c1)NCc1ccccc1	1.0	5	0	-5	0	18	2	-6	-5	-1.9
6	Cc1cccc(N(C(=O)CCC(=O)Nc2cc(C)on2)C(C(=O)NC2CCCC2)c2ccccc2)c1 (centres undefined)	0.2	-1	1	5	2	0	-2	-10	-1	-2.1
7	COc1ccc(CCNc2ccc(C(CC(N)=O)NC(=O)c3ccccc3)cc2[N+](=O)[O-])cc1 (centres undefined)	6.8	-1	1	1	8	3	-10	-13	-6	0.0
8	O=C1c2ccccc2C(=O)N1c1ccccc1S(=O)C(F)(F)F (centres undefined)	0.3	-13	5	-5	4	-1	4	-2	-1	-1.7
9	COc1ccc(S(=O)(=O)N(C)c2ccc(C(=O)Nc3cccnc3)cc2)cc1	-0.3	-5	-2	3	-3	-12	2	-13	14	-3.5
10	COc1cccc(OC)c1NC(=O)CN1CCN(C)CC1	-1.8	-10	5	5	-1	30	-7	-9	-2	0.9
11	CCN(CC)S(=O)(=O)c1ccc2c(c1)nc(CCC(=O)OCC(=O)N1CCc3ccccc31)n2C	-0.6	-6	7	-2	-2	-21	3	-8	-2	-2.2
12	CCOC(=O)CC1(NC(=O)C2CCC(=O)N(Cc3ccccc3OC)C2)CCCCC1 (centres undefined)	-1.8	-6	-1	1	2	6	-7	-6	-5	-1.2
13	O=C(CCC(=O)OCCCC(F)(F)C(F)(F)F)Nc1ccc(Cl)cc1Cl	-0.3	1	-7	1	-10	6	1	-31	-1	-0.2
14	O=C(Nc1nc(-c2cc3ccccc3oc2=O)cs1)c1ccc(Br)o1	5.7	-5	-1	-5	-5	2	0	-1	-3	.
15	Cc1ccc(S(=O)(=O)NCCNS(=O)(=O)c2ccc(C)cc2)cc1	-1.4	2	2	-7	-2	-6	5	-6	56*	.
16	COc1ccc(N2CCN(C(=O)c3ccc(Cl)c(S(=O)(=O)N4CCOCC4)c3)CC2)cc1	-1.1	0	6	-2	0	-18	0	-6	3	0.6
17	CCN(CC)c1ccc2cc(C(=O)NCc3ccc(F)cc3)c(=N)oc2c1	-25	-9	267*	-241	-1	6	-8	-82	0	-2.2
18	COc1ccc(/C=N/Nc2nccnc2Cl)cc1	0.1	4	1	0	-1	7	-6	3	-3	-2.4
19	COc1ccc(/C(C)=N/NC(=O)c2ccc(N(C)C)cc2)cc1	0.6	-3	1	5	-5	15	-7	5	-1	-1.2
20	O=C(CNC(=O)c1ccccc1Cl)OC1CCOC1=O (centres undefined)	5.0	-4	1	-1	-1	0	1	6	1	-3.4
21	CC(=O)N1CCN(c2ccc(NCc3cccc4ccccc34)cc2)CC1	0.6	-9	-9	-12	3	-45	0	3	.	2.3
22	Cc1ccc(CN2CCNC2=O)cc1	-1.4	15	-5	-5	0	2	-1	-3	0	-0.7
23	c1ccc(-c2ncc3ccccn23)cc1	1.6	0	3	3	1	-4	-5	-1	-4	-0.2
24	CCn1nnnc1SCC(=O)Nc1cc(OC)cc(OC)c1	3.0	4	-6	0	3	-15	-12	4	-2	0.3
25	COc1ccc(NC(=O)CSc2nc(N)c(NC(=O)c3cccs3)c(=O)[nH]2)cc1	-0.4	-5	2	0	1	13	2	0	-1	0.2
26	O=S(=O)(NC1CCCCC1)c1ccc(S(=O)(=O)N2CCN3CCCC3C2)cc1 (centres undefined)	1.6	-2	5	4	5	14	-1	-15	-4	-0.1
27	Clc1cccc(Cl)c1/C=N\Nc1nccs1	-1.6	6	-2	-5	1	-9	-7	-5	-7	-0.3
28	CCn1c(SCC(=O)Nc2ccc(OC)cc2OC)nc2nc3c(cc2c1=O)COC(C)(C)C3	-2.1	-1	-6	-1	2	-37	14	-2	.	-1.2
29	Cc1cc(F)ccc1NC(=O)C1CCN(S(=O)(=O)c2ccc3c(c2)CCCC(=O)N3)CC1	1.5	-4	-3	-7	-1	15	-3	7	2	-0.5
30	Cc1ccc(NC2=CC(=O)CC(C)(C)C2)cc1Cl	-2.2	-3	1	2	-3	18	1	-9	-6	-0.1
31	COC(=O)c1c(NC(=O)C2CCC2)sc(C(=O)N(C)C)c1C	-1.0	7	-3	0	0	-3	-8	-7	4	1.2
32	Cc1cc([N+](=O)[O-])ccc1NC(=O)CN1C2CCC1CC(NC(=O)NC13CC4CC(CC(C4)C1)C3)C2 (centres undefined)	0.4	-2	-1	?	1	-53	-10	-1	-3	-0.3
33	CCCS(=O)(=O)N1CCC(C(=O)NCCN(C)Cc2ccccc2)CC1	-1.5	-6	3	2	-4	.	-1	-14	3	-0.4
34	NC(c1ccccc1)c1cccnc1 (centres undefined)	3.3	-5	2	0	1	22	6	-11	1	-0.3
35	CCOC(=O)c1c(-c2cccc([N+](=O)[O-])c2)csc1N	0.8	-10	-5	-1	-1	-20	-16	-2	3	-0.6
36	Nc1nc(Nc2cccc(F)c2)nc2ccccc12	-1.0	15	-1	-1	-1	-6	7	-4	-4	-2.4
37	CC(C)Cc1nnc(NC(=O)c2cc3c(s2)CCC3)s1	-0.6	-10	0	-4	4	11	2	-6	45*	-0.7
38	Cc1ccc(N2CC(NS(=O)(=O)c3cccnc3)CC2=O)cc1 (centres undefined)	-0.9	-6	-7	1	2	0	-18	-2	-1	-1.5
39	Cc1cc(C(=O)NC2CCCc3ccccc32)no1 (centres undefined)	-0.3	-7	-1	3	-3	-11	-2	0	1	.
40	CSCC[C@H](NC(=O)[C@H](Cc1ccccc1)n1c(=O)[nH]c2ccccc2c1=O)C(=O)N1CCC[C@H]1C(=O)O	1.3	-10	8	-6	-2	0	6	-3	-3	-3.1
41	CCCCOC(=O)Nc1sc2nc(C)cc(C)c2c1-n1cccc1	0.0	-13	4	-6	-1	-18	3	-9	-4	-1.5
42	CCOC(=O)C[C@H]1c2cc(F)ccc2S(=O)(=O)N1c1cccc(OC)c1	0.6	8	6	2	-1	1	5	-18	-1	-0.6
43	Cc1ccccc1N(CC(=O)NCc1ccc2c(c1)OCO2)C(=O)CCC(=O)Nc1ccccn1	0.8	-3	-3	-2	3	3	-5	-1	.	0.2
44	Cc1cccc(-c2nc(CSCC(=O)NCCCN3CCOCC3)c(C)o2)c1	-1.3	-3	1	-1	2	-17	-6	-8	-1	0.4
45	O=C(O)/C=C/C(=O)Nc1ccc(C2(c3ccc(NC(=O)/C=C/C(=O)O)cc3)c3ccccc3-c3ccccc32)cc1	11	0	-3	-6	9	4	-7	1	-7	0.0
46	COC(=O)Oc1ccc(/C=N/NC(=O)CN(c2ccccc2Br)S(C)(=O)=O)cc1OC	0.8	8	2	-5	2	-24	-2	-5	5	-1.8
47	CC1=NN(C(=O)CCc2ccccc2)C(O)(c2ccncc2)C1 (centres undefined)	-0.5	10	5	2	3	14	0	3	-1	5.6
48	CCOc1ccc(NC(=O)c2cc3ccccc3cc2OC)cc1	-0.5	14	-6	6	-11	-65	-6	-1	-4	4.1
49	O=C(CCCCCN1C(=O)c2ccccc2C1=O)Nc1ccc(F)cc1	-0.4	1	2	0	-2	6	-7	0	0	-0.7
50	CC(C)(C)c1ccc(/C=N/N2C(=O)CSC2=S)cc1	1.7	8	-3	-1	3	.	-2	1	-2	-1.5

The results go on:
item	mol	LANA DNA inh	Rtt109 Vps75	RTF Ca sens act	Keap1 Nrf2 FP	DAGLB inhibitor	SR-BI DiI-HDL act	PKA-R2B act	Cardiac RTF inh	CAL PDZ FP-2	CAL PDZ FP-1
51	N#Cc1ccccc1NC(=O)Nc1ccccc1	-1.8	-1	2	-4	-1	3	5	0	-2	-0.2
52	COc1ccc(N2C(=O)C3CCCN3C2=O)cc1 (centres undefined)	-0.3	-2	-5	6	-1	26	-6	-10	2	1.9
53	O=C(NNC(=O)c1ccccc1Cl)c1csc(N2CCOCC2)n1	-0.5	2	7	-1	4	28	-4	-8	-3	-1.8
54	C=CCNC(C(=O)Nc1cccc(OC)c1)c1ccccc1 (centres undefined)	0.0	-2	-2	-5	1	7	2	4	-1	-0.3
55	C=CCNC(=O)c1ccc(N(Cc2ccc(Cl)cc2)S(C)(=O)=O)cc1	0.2	4	2	2	-4	-12	-15	-7	.	-0.4
56	O=C(NN1C(=O)C2C3C=CC(C4CC34)C2C1=O)c1cccc(Br)c1 (centres undefined)	-1.0	7	10	1	-3	7	-10	0	-1	-1.5
57	O=C(NCCCN1CCOCC1)C1CCN(S(=O)(=O)c2cccc(C(F)(F)F)c2)CC1	1.9	3	0	-5	0	23	9	-8	-2	-0.9
58	CC(=O)Nc1cccc2c1C(=O)N(c1cccc(C)c1)C2=O	0.4	-13	2	1	-1	1	-3	-2	-7	-1.1
